# Giardia FBPA inh = qHTS Assay for Inhibitors of Fructose-1,6-bisphosphate Aldolase from Giardia Lamblia. A8B2U2. purified Giardia FBPA. Potency, µM (titrated, usually from 59.6 µM), for the others: at the top dose activity, negative = inhibition, actives largely listed as inhibitors. 290,000 tested, 0.71% active; further: potency means the concentration at half of the fitted maximal effect; on the % scale 0 is the no-effect control and ±100 the full control effect; nearly all actives have a fitted effect of over 55% in size
# Target sequence (A8B2U2 whole entry, looked up): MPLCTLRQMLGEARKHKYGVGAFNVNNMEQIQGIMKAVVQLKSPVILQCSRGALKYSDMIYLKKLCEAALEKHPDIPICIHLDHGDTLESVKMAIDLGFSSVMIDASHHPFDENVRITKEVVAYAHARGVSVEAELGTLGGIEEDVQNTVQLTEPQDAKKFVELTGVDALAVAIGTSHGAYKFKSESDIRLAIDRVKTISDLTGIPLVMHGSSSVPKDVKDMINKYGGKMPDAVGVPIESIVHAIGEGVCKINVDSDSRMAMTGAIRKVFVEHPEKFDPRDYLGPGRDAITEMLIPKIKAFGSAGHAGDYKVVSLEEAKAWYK
#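 40 nM FBPA preincubated 10 min at RT with compound (up to 57.5 uM final), then substrate plus GAPDH/TPI/NAD/arsenate coupling and diaphorase/resazurin added. Fluorescence read after 20 min at RT, 525/598 nm.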
# Pf growth 48h = Primary qHTS for delayed death inhibitors of the malarial parasite plastid, 48 hour incubation; P. falciparum luciferase growth in erythrocytes, 48 h; Potency, µM (top dose mostly 28.7 µM), for the others: at the top dose activity change, negative = inhibition, hits mostly inhibitors; 310,000 tested, 5.9% active; further: potency means the concentration at half of the fitted maximal effect; on the % scale 0 is the no-effect control and ±100 the full control effect
#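 Luminescence readout; reporter = integrated firefly luciferase in P. falciparum. RBC culture at 2% hematocrit, 0.1% parasitemia final, 37 C/5% CO2; decreased signal taken as growth inhibition.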
# CHX counter = Cycloheximide Counterscreen for Small Molecule Inhibitors of Shiga Toxin | cell reporter, cycloheximide protein synthesis inhibition counterscreen | AID 2314, 2010 | max response, % | 300,000 tested, 12% active; in the data active means max response mostly above about 13%, no sharp cut-off; inactive means mostly below about 14%; further: read at 38.3 µM for the half of the compounds with a filed dose; 0% is about no effect
# Pf growth 96h = Primary qHTS for delayed death inhibitors of the malarial parasite plastid, 96 hour incubation; P. falciparum luciferase reporter growth, 96 h; Potency, µM (highest dose often 28.7 µM), without a hit: at the top dose activity change, negative = inhibition, most hits filed as inhibitors; 320,000 tested, 6.9% active; AID 504834, 2011; further: potency means the concentration at half of the fitted maximal effect; on the % scale 0 is the no-effect control and ±100 the full control effect
#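 Compounds incubated with erythrocytes infected by luciferase-expressing P. falciparum (2% hematocrit, 0.05% parasitemia final) for 96 hours, 37 C in 5% CO2. Growth inhibition scored as decreased luciferase luminescence.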
# Shiga inhibitor = A qHTS for Small Molecule Inhibitors of Shiga Toxin; Vero cells, Shiga toxin protein synthesis inhibition reporter; inhibition, % at 38.7 µM; 290,000 tested, 9.2% active; AID 2315, 2010; in the data active means inhibition mostly above about 28%, no sharp cut-off; inactive means mostly below about 43%; further: 0% is about no effect
# Sm TGR block = qHTS Assay for the Inhibitors of Schistosoma Mansoni Peroxiredoxins | Potency, µM (doses to about 114 µM), without a hit: at the highest dose activity change, negative = inhibition, actives largely listed as inhibitors | 360,000 tested, 3% active | purified TGR, DTNB reduction, TNB absorbance 405 nm; further: potency means the concentration at half of the fitted maximal effect; on the % scale 0 is the no-effect control and ±100 the full control effect; nearly all actives have a fitted effect of over 60% in size
#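 Kinetic colorimetric format: TGR-catalysed, NADPH-driven DTNB reduction monitored via TNB absorbance. Enzyme dispensed at 20 nM; compound exposure 15 min at room temperature before reaction start.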
# The depositor's hits bear a star; i = inactive; ? = inconclusive; / = not tested or not shown; & = joins results of further samples; [ ] = remark or other dose. Unless noted, the call rests on the fitted dose curve; in most records, active means well fitted curve in the direction sought with a large enough effect; inconclusive means small, poorly fitted or top-dose-only effect, or another doubt; inactive means no such curve, though single readings can be large; an effect the other way counts as inactive or inconclusive.
SMILES,Giardia FBPA inh,Pf growth 48h,CHX counter,Pf growth 96h,Shiga inhibitor,Sm TGR block
Cc1sc2nc(CC(=O)NN)[nH]c(=O)c2c1C,-28%,38%[activator],-2,7%,-7,10%
COc1ccc(CC(=O)NC2CCS(=O)(=O)C2)cc1 (stereo unspecified),/,30%[activator],/,31%[activator],/,8%
CC(C)(C)NC(=O)C(=O)NNC(=O)c1ccccc1Br,-9%,9%,-2,41%[activator],7,25%
COc1ccc(CCn2c(=N)c(C(=O)NCC3CCCO3)cc3c(=O)n4ccccc4nc32)cc1 (stereo unspecified),/,4.7µM*,9,4.7µM*,-3,-12%
CCc1nnc(NC(=O)C2CCCN2S(=O)(=O)c2ccccc2)s1 (stereo unspecified),3%,4%,-3,-5%,-5,-3%
CSc1ccc(/C=C/C(=O)OCC(=O)N2CCN(S(=O)(=O)c3ccc(C)cc3C)CC2)cc1,/,?,/,-36%,/,2%
Cc1csc(NC(=O)CSc2nnc(-c3ccoc3C)n2CCc2ccccc2)n1,5%,-27%,-2,/,-11,-22%
CCN1C(=O)C(O)(CC(=O)/C=C/C=C/c2ccccc2)c2ccccc21 (stereo unspecified),-2%,?,2,?,-8,0%
O=C(NCC1CCCN(Cc2ccc3nonc3c2)C1)c1cccc(C(F)(F)F)c1 (stereo unspecified),-4%,48%[activator],-3,?,-10,11%
CC(=O)N1CCC(N(CCCOC(C)C)S(=O)(=O)c2ccc([N+](=O)[O-])cc2)CC1,4%,23%,-2,?,-10,0%
CCN(CC)c1ccc(/C=C2\SC(N)=NC2=O)cc1,6%,10%,11,-1%,11,2%
Cc1cccc(C(=O)Nc2ccc(S(=O)(=O)N3CCOCC3)cc2C)c1,0%,-8%,0,?,/,4%
COc1ccc(OC)c(S(=O)(=O)N/N=C(/C)c2ccc3c(c2)OCO3)c1,7%,26%,2,4%,-3,-12%
O=C(O)/C=C/C(=O)NCCC(c1ccccc1)c1ccccc1,26%,23%,-2,12%,-3,-16%
CCOc1cc(/C=C2/SC(=S)NC2=O)ccc1OC(=O)c1ccco1,6%,30%,12*,6%,44,-8%
N#CCCn1cc(/C=N/NC(N)=S)c(-c2ccc(-c3ccccc3)cc2)n1,-5%,?,-2,?,7,0%
COc1cc(C2C(C#N)=C(N)Oc3cc(C)n(CCN4CCOCC4)c(=O)c32)cc(OC)c1OC (stereo unspecified),1%,?,41*,/,52,-13%
COc1ccc(N2CCN(C(CNC(=O)C(=O)NCCC3=CCCCC3)c3ccco3)CC2)cc1 (stereo unspecified),6%,0%,-1,-1%,10,5%
CC1=NNC(=O)C1CCC(=O)N/N=C/c1ccc(Cl)cc1Cl (stereo unspecified),7%,27%,-4,5%,18,5%
O=C(CSc1nnnn1C1CCCC1)NCc1ccc2c(c1)OCO2,2%,4%,-3,10µM*,-8,-16%
Oc1ccc[n+](/C=C\c2ccccc2)c1,/,6%,/,92%[activator],/,?
O=C(c1ccc2c(c1)OCO2)N1CCc2ccccc21,0%,7%,29,?,59*,19%
COc1ccc(N2C(=O)c3ccc(C(=O)Nc4cc(OC)ccc4OC)cc3C2=O)cc1,2%,-5%,-3,10%,10,-1%
Cn1ncc(Cl)c1C(=O)N1CCN(c2ccc(F)cc2)CC1,-4%,0%,-5,14%,-17,-2%
Cc1cc(NC(=O)CCC(=O)N(C(C(=O)NC(C)(C)C)c2ccccc2Cl)C(C)(C)C)no1 (stereo unspecified),0%,?,-2,8%,-13,-4%
SMILES,Giardia FBPA inh,Pf growth 48h,CHX counter,Pf growth 96h,Shiga inhibitor,Sm TGR block
CC(C)[C@H](NC(=O)c1ccccc1F)C(=O)NCc1ccc(S(N)(=O)=O)cc1,2%,5%,-4,-2%,-12,-13%
CC/C(=N\NC(=O)C1CC1)c1cccc(Cl)c1,-3%,0%,8,-2%,15,8%
O=C(COc1ccccc1C(=O)NCc1ccccc1)Nc1ccccc1,/,?,/,-27%,/,5%
O=C(Cn1c(-c2ccc(Cl)cc2)noc1=O)N1CCN(c2ccccc2F)CC1,1%,12µM*,-5,?,-10,6%
CC(C)c1ccc(NC2CCCN(C(=O)CCN3CCOCC3)C2)cc1 (stereo unspecified),1%,-7%,-4,?,-1,-1%
COc1ccc(-n2c(Cc3cccn3C)nnc2SCC(=O)Nc2ccc3c(c2)OCO3)cc1,-4%,?,-3,-25%,-15,-15%
CCCCN(C(=S)Nc1cccc(SC)c1)C1CCN(C(C)=O)CC1,?,-3%,-1,?,-3,6%
CN(Cc1ccco1)c1ncnc2ccc(-c3ccc4c(ccn4C)c3)cc12,/,10µM*,/,9.3µM*,/,-8%&-3%
Cc1ccc(S(=O)(=O)CC(c2ccccc2)N2CCCCC2)cc1 (stereo unspecified),1%,-6%,-5,10µM*,33,0%
COc1ccc(CNC(=O)COC(=O)/C=C/c2ccco2)cc1,0%,-10%,-3,-11%,-2,35µM*
Cc1[nH]c2ccc(F)cc2c1CCN(Cc1ccncc1)C(=S)Nc1cccc(F)c1,-6%,?,6,0%,-4,-3%
COc1ccc(S(=O)(=O)c2ccc(O)cc2)cc1,11%,/,3,18%,17,17%
COc1ccc([C@]23Cc4cc(C#N)ccc4C(O2)c2c(c4ccc(OC)cc4oc2=O)O3)cc1,-6%[12.9 µM],?,-3,?,i,?
CN(C(=O)c1ccc2c(=O)n3c(nc2c1)CCCCC3)c1cccc(Cl)c1,-6%,-19%,18*,?,23,9%
CCN1CCN(c2ncnc3c2cnn3-c2ccc(C)cc2C)CC1,1%,?,0,?,10,1%
O=c1cc(-c2ccc(O)cc2)oc2c(O)c(O)c(O)c(O)c12,6.3µM*,1%,-1,19%,2,4µM*
CC(C)(C)NC(=O)CN(C(=O)Cn1nnc(-c2ccc(Cl)cc2)n1)C1CCN(Cc2ccccc2)CC1,0%,-23%,-3,-15%,21,1%
O=C(CSc1nnc(C2COc3ccccc3O2)o1)N1CCOCC1 (stereo unspecified),1%,21%,1,?,16,4%
COc1cc(NC(=O)c2cccnc2)c(Cl)cc1NC(=O)c1ccc(Cl)cc1,-3%,-11%,-4,2%,-12,2%
O=C(Nc1ccc2c(c1)OCO2)c1ccc(NC2CC2)c([N+](=O)[O-])c1,-5%,10%,26*,12%,102*,-1%
Cc1cc(C)cc(-n2c(O)c(C=NC3CCS(=O)(=O)C3)c3ccccc3c2=O)c1 (stereo unspecified),-3%,-3%,-5,3%,-9,7%
CCOc1ccccc1NC(=O)c1cc(S(=O)(=O)N2CCOCC2)ccc1C,/,-10%,0,12µM*,8,1%
COc1cc(NC(=O)CN(c2ccc(C)cc2)S(=O)(=O)c2c(C)nn(C)c2C)cc(OC)c1,0%,?,0,43%[activator],-9,-1%
CCOc1ccc(/C=N/NC(=O)C(C)N(c2ccc(OC)cc2)S(C)(=O)=O)cc1 (stereo unspecified),-1%,1%,-2,33%[activator],-11,11%
CC(C)N(C(=O)COc1ccc(Br)cc1Cl)C(C)C,5%,-7%,-2,?,-16,-1%

# 2 entries picked at random from those above, as already listed:
SMILES,Giardia FBPA inh,Pf growth 48h,CHX counter,Pf growth 96h,Shiga inhibitor,Sm TGR block
CN(Cc1ccco1)c1ncnc2ccc(-c3ccc4c(ccn4C)c3)cc12,/,10µM*,/,9.3µM*,/,-8%&-3%
Cc1[nH]c2ccc(F)cc2c1CCN(Cc1ccncc1)C(=S)Nc1cccc(F)c1,-6%,?,6,0%,-4,-3%

# The list continues.
SMILES,Giardia FBPA inh,Pf growth 48h,CHX counter,Pf growth 96h,Shiga inhibitor,Sm TGR block
COc1ccc2[nH]c(=O)c(CN(C(C)=O)c3ccc(C)c(C)c3)cc2c1,1%,-8%,-1,?,/,-19%
O=C(Oc1ccccc1)N1CCN(C(=O)c2ccco2)CC1,3%,16%,14,31%[activator],14,-18%
CCCCNC(=O)CSc1nc2cc(OC)c(OC)cc2c(=O)n1Cc1ccc(OC)cc1,/,?,-2,-22%,-17,21%
Clc1ccc(NCc2nnc3n2CCCCC3)cc1,1%,12%,2,/,-5,11%
Cc1ccc(S(=O)(=O)NCC(=O)OCC(=O)NC(=O)NC2CCCC2)cc1,1%,-2%,-2,17%,-11,-1%
CC(C)c1cc(NCCOCCO)n2c(nc3ccccc32)c1C#N,10%,?,6,-6%,-10,-1%
CCOC(=O)c1cncc(O)c1,5%,-1%,-3,44%[activator],10,-4%
O=C(Nc1ccc2c(c1)OCO2)c1cc(-c2ccncc2)nc2ccccc12,-10%,?,19*,?,21,1%
CCOC(=O)c1cnn2c(C)cc(-c3ccc(F)cc3)nc12,0%,55%[activator],33*,48%[activator],53,-9%
NS(=O)(=O)c1ccc(NC(=S)NC2CC2)cc1,?,12%,-2,?,-7,/
COC(=O)c1ccccc1OP1(=O)COc2ccccc2OC1,4%,19%,-7,24%,-7,-6%

# Gathered by group: the compounds so far with an aryl methoxy group.
SMILES,Giardia FBPA inh,Pf growth 48h,CHX counter,Pf growth 96h,Shiga inhibitor,Sm TGR block
COc1ccc(CC(=O)NC2CCS(=O)(=O)C2)cc1 (stereo unspecified),/,30%[activator],/,31%[activator],/,8%
COc1ccc(CCn2c(=N)c(C(=O)NCC3CCCO3)cc3c(=O)n4ccccc4nc32)cc1 (stereo unspecified),/,4.7µM*,9,4.7µM*,-3,-12%
COc1ccc(OC)c(S(=O)(=O)N/N=C(/C)c2ccc3c(c2)OCO3)c1,7%,26%,2,4%,-3,-12%
COc1cc(C2C(C#N)=C(N)Oc3cc(C)n(CCN4CCOCC4)c(=O)c32)cc(OC)c1OC (stereo unspecified),1%,?,41*,/,52,-13%
COc1ccc(N2CCN(C(CNC(=O)C(=O)NCCC3=CCCCC3)c3ccco3)CC2)cc1 (stereo unspecified),6%,0%,-1,-1%,10,5%
COc1ccc(N2C(=O)c3ccc(C(=O)Nc4cc(OC)ccc4OC)cc3C2=O)cc1,2%,-5%,-3,10%,10,-1%
COc1ccc(-n2c(Cc3cccn3C)nnc2SCC(=O)Nc2ccc3c(c2)OCO3)cc1,-4%,?,-3,-25%,-15,-15%
COc1ccc(CNC(=O)COC(=O)/C=C/c2ccco2)cc1,0%,-10%,-3,-11%,-2,35µM*
COc1ccc(S(=O)(=O)c2ccc(O)cc2)cc1,11%,/,3,18%,17,17%
COc1ccc([C@]23Cc4cc(C#N)ccc4C(O2)c2c(c4ccc(OC)cc4oc2=O)O3)cc1,-6%[12.9 µM],?,-3,?,i,?
COc1cc(NC(=O)c2cccnc2)c(Cl)cc1NC(=O)c1ccc(Cl)cc1,-3%,-11%,-4,2%,-12,2%
COc1cc(NC(=O)CN(c2ccc(C)cc2)S(=O)(=O)c2c(C)nn(C)c2C)cc(OC)c1,0%,?,0,43%[activator],-9,-1%
CCOc1ccc(/C=N/NC(=O)C(C)N(c2ccc(OC)cc2)S(C)(=O)=O)cc1 (stereo unspecified),-1%,1%,-2,33%[activator],-11,11%
COc1ccc2[nH]c(=O)c(CN(C(C)=O)c3ccc(C)c(C)c3)cc2c1,1%,-8%,-1,?,/,-19%
CCCCNC(=O)CSc1nc2cc(OC)c(OC)cc2c(=O)n1Cc1ccc(OC)cc1,/,?,-2,-22%,-17,21%

# Assay outcomes (PubChem BioAssay)
